# Salmonella PhoP GFP – inhibitors of PhoP regulon expression, primary screen, Salmonella Typhimurium, GFP reporter (AID 1863); S. Typhimurium PhoP-regulated promoter GFP reporter, 4 h; higher % means a stronger effect; one-dose inhibition, % at 50 µM; IC50 in µM for titrated hits; 300,000 compounds, 0.16% hits;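 active = inhibition over 29.93%, a cutoff 3 SD above the screen mean, later confirmed by dose response; inconclusive = inhibition over 29.93% but no dose response follow-up; inactive = inhibition at most 29.93% or unconfirmed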;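 note: 0% = low Mg2+ inducing control and 100% = high Mg2+ repressing control; strong numbers were not always called active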
# Siah-1 displacement – blockers of Siah-1 interaction with plectin peptide – biochemical, fluorescence polarization, rhodamine-plectin, uHTS, primary screen (AID 1817); displacement, % at 20 µM, or IC50 in µM where a hit was titrated; Siah-1 / rhodamine-plectin peptide fluorescence polarization; higher % means a stronger effect; 290,000 compounds, 0.02% hits;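 active = displacement of at least 50% at 20 µM, with a fluorescence ratio check between 0.3 and a set limit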;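 note: plate controls were Siah plus tracer with DMSO for no effect and tracer alone without Siah for full effect; strong numbers were not always called active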
# HIV peptide binding – inhibitors of HIV fusion peptide binding, primary screen, biochemical, uHTS, fluorescence dequenching (AID 1986) | inhibition, % at 20 µM; hits with a dose series show IC50 in µM | cell-free peptide binding, fluorescence dequenching, 30 min; higher % means a stronger effect | 290,000 compounds, 0.3% hits; in the data active = inhibition mostly above about 52%, no sharp cut-off; inactive = mostly below about 76%; note: some results filed as inactive read as strong as hits
# LYP inhibition – inhibitors of LYP phosphatase, biochemical, fluorescence intensity, uHTS (AID 1779) | recombinant LYP phosphatase, fluorescence intensity; higher % means a stronger effect | one-dose inhibition, % at 11.5 µM; IC50 in µM for titrated hits | 290,000 compounds, 0.054% hits;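 note: plate controls were vehicle with enzyme for no effect and no enzyme for full effect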
# HEK293 NOD2/NF-kB – inhibition of NOD2-driven NF-kB reporter – cell-based, luminescence, uHTS, HEK293 (AID 1566); 290,000 compounds, 0.63% hits; inhibition, % at 4 µM; hits with a dose series show EC50 in µM; HEK293 NOD2/NF-kB luciferase reporter, luminescence; higher % means a stronger effect; note: many of its hits are not listed in these tables
# KOR beta-arrestin-1 – KOR agonists, beta-arrestin recruitment, primary screen, cell-based, luminescence, uHTS (AID 1777); KOR beta-arrestin recruitment, luminescence; higher % means a stronger effect; activation, % at 10 µM; hits with a dose series show EC50 in µM; 280,000 compounds, 0.02% hits; in the data active = activation above about 50%, passing the limit was not always enough; note: a part of the inactive calls stands beside numbers as strong as those of hits
# NOD1 NF-kB reporter – NOD1 signaling inhibitors, primary screen, cell-based, luminescence, uHTS (AID 1578). NOD1-driven NF-kB luciferase reporter cells, luminescence; higher % means a stronger effect. one-dose inhibition, % at 4 µM; EC50 in µM for titrated hits. 290,000 compounds, 1% hits; in the data active = inhibition mostly above about 36%, no sharp cut-off; inactive = mostly below about 34%;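 note: HEK-293T reporter cells stimulated with the NOD1 agonist gamma-tri-DAP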
# Myeloid diff 2 – myeloid differentiation induction | ER-HoxA9 myeloid progenitors, lysozyme-GFP differentiation, flow cytometry | calls only at 10 µM | 360,000 compounds, 1% hits;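 active = normalized GFP-positive differentiation at or above the plate's own cutoff, the solvent-only control mean plus 3 SD; inconclusive = no clear call, values can overlap the other calls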;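 note: cells exposed to compound for four days before flow analysis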
# KOR beta-arrestin-2 – kappa opioid receptor blockers – cell-based, luminescence, uHTS (AID 1778); 290,000 compounds, 0.091% hits; inhibition, % at 10 µM; hits with a dose series show IC50 in µM; KOR beta-arrestin recruitment, luminescence, antagonist mode; higher % means a stronger effect; note: strong numbers were not always called active
# Myeloid diff 2 GFP+ MAC1+ % – recorded beside Myeloid diff 2, whose call it bears; GFP+ MAC1+ double positive, %; measured here: differentiation confirmed by MAC1 staining
# Active calls of the source: *; i = inactive; u = inconclusive; x = no result given; [ ] = another dose, or the depositor's remark. Cut-off read from the data, not from the text of the source, unless noted: active = inhibition above about 50%; inactive = the rest.
SMILES,Salmonella PhoP GFP,Siah-1 displacement,HIV peptide binding,LYP inhibition,HEK293 NOD2/NF-kB,KOR beta-arrestin-1,NOD1 NF-kB reporter,Myeloid diff 2,Myeloid diff 2 GFP+ MAC1+ %,KOR beta-arrestin-2
CC1(C)CC(=O)C(Sc2ccc(Br)cc2)=C(O)C1,-9.4%,2.3%,0.4%,-17.9%,1.5%,-2.3%,-57.7%,i,0.4,-23.2%
Cc1sc2ccc3sccc3c2[n+]1C,x,-0.9%,-1.8%,-8.0%,11.7%,-3.3%,-13.9%,i,0.2,0.6%[20 µM]
CCN(CC)S(=O)(=O)c1ccc(S(=O)(=O)NCc2cccs2)cc1,0.6%,-4.5%,0.5%,-3.4%,2.3%,1.8%,-0.5%,i,0.5,-23.2%
Cc1ccc(Cn2nc(C)c(NC(=O)C3CC3)c2C)cc1,4.0%,2.2%,2.7%,-1.9%,-1.1%,6.6%,-17.5%,i,0.5,14.5%
CCCCN(C)C(=O)c1nc2ccccn2c1CN1CCN(c2ncccn2)CC1,-1.2%,1.7%,0.9%,-1.9%,7.6%,-0.5%,-46.0%,i,0.7,-16.9%
COC(=O)CN1C(=O)N/C(=C/c2cc(OC)c(OC)cc2C)C1=O,-6.0%,-8.7%,-1.0%,-1.1%,-0.7%,-4.1%,24.9%,i,0.8,-10.4%
O=C(O)/C=C/C(=O)OC1CC2CCC1C2 (stereo not given),-2.1%,-4.2%,-1.4%,-6.6%,15.6%,x,-3.4%,i,1.0,15.0%
COc1ccc(C)cc1NC(=O)CCNS(=O)(=O)c1cccc2nonc12,6.8%,-1.9%,-2.1%,-5.2%,-6.7%,-0.8%,-1.0%,i,1.3,-5.8%
CC1(C)Oc2ccc3ccc(=O)oc3c2/C(=C/NCCN/C=C2\C(=O)C(C)(C)Oc3ccc4ccc(=O)oc4c32)C1=O,-0.9%,-3.3%,12.3%,4.2%,6.2%,-2.2%,-1.6%,x,x,1.8%
COC(=O)c1cccc(C23CC4(C2)[C@H](CN(Cc2ccc(C(F)(F)F)cc2)[C@@H]4c2ccccc2)C3c2ccc(Cl)nc2)c1 (stereo not given in full),-4.5%,7.7%,1.9%,-3.1%,3.5%,6.3%,-9.0%,i,2.8,17.0%
COC(=O)CCC(=O)OC1(C)C(=O)C2=CN(C3CCCC3)C(c3ccc(OC)cc3)=CC2=C(Br)C1=O (stereo not given),-22.7%,0.2%,4.6%,-8.0%,12.5%,4.1%,-2.6%,i,4.4,20.5%
Cc1cc(C(=O)CSc2nnnn2-c2ccc(Cl)cc2)c(C)n1CC1CCCO1 (stereo not given),4.2%,5.1%,0.2%,6.8%,11.2%,0.5%,-30.1%,i,2.0,-11.0%

# Among those listed so far, these contain two or more sulfur atoms.
SMILES,Salmonella PhoP GFP,Siah-1 displacement,HIV peptide binding,LYP inhibition,HEK293 NOD2/NF-kB,KOR beta-arrestin-1,NOD1 NF-kB reporter,Myeloid diff 2,Myeloid diff 2 GFP+ MAC1+ %,KOR beta-arrestin-2
Cc1sc2ccc3sccc3c2[n+]1C,x,-0.9%,-1.8%,-8.0%,11.7%,-3.3%,-13.9%,i,0.2,0.6%[20 µM]
CCN(CC)S(=O)(=O)c1ccc(S(=O)(=O)NCc2cccs2)cc1,0.6%,-4.5%,0.5%,-3.4%,2.3%,1.8%,-0.5%,i,0.5,-23.2%

# The list continues.
SMILES,Salmonella PhoP GFP,Siah-1 displacement,HIV peptide binding,LYP inhibition,HEK293 NOD2/NF-kB,KOR beta-arrestin-1,NOD1 NF-kB reporter,Myeloid diff 2,Myeloid diff 2 GFP+ MAC1+ %,KOR beta-arrestin-2
Cc1ccc(OCC(=O)Nc2cc(C)on2)c([N+](=O)[O-])n1,0.2%,4.8%,0.1%,-7.9%,-116.1%,-7.3%,-35.9%,i,0.5,-22.8%[20 µM]
CC(=O)NC(=S)Nc1ccc(NC(=S)NC(=O)c2cccs2)cc1,-6.3%,-4.9%,1.2%,-6.6%,12.3%,-2.2%,-32.2%,i,1.6,-5.0%
COc1cc(/C=C/C(=O)OCC(=O)NC(=O)NC23CC4CC(CC(C4)C2)C3)ccc1OCC#N,5.3%,2.7%,0.7%,8.8%,9.4%,-0.4%,-23.7%,i,1.4,-4.8%
CC(C)CC(=O)NC(=S)NNC(=O)c1cccc([N+](=O)[O-])c1,-6.1%,-11.5%,-3.3%,-6.4%,12.4%,-6.4%,-15.6%,i,0.1,16.0%
O=C(COC(=O)c1cccnc1Cl)c1cccc(Cl)c1,-5.4%,-4.2%,-1.0%,-8.4%,1.7%,-2.5%,-4.3%,i,0.8,-14.5%
COc1cccc(NC(=S)NCc2ccc3c(c2)cc(C)n3C)c1,5.9%,-6.1%,0.1%,-2.4%,-12.7%,-1.0%,-11.3%,i,0.4,-29.5%
OC(CN1CCN(c2cccc(Cl)c2)CC1)c1ccc(F)cc1 (stereo not given),1.7%,4.3%,1.6%,-2.8%,-49.9%,0.3%,-2.4%,i,0.5,18.7%
O=[N+]([O-])c1ccc(S(=O)(=O)NCCc2cn3ccccc3n2)cc1,5.5%,3.3%,0.3%,-6.5%,14.7%,0.1%,-14.7%,i,3.8,-27.9%
Cc1cc2ncn(/N=C/c3ccc([N+](=O)[O-])o3)c2cc1C,1.9%,-3.3%,9.2%,0.7%,27.9%,-2.0%,2.1%,x,x,-22.5%
O=C(N/N=C1/SCC(=O)N1Cc1ccco1)c1ccccc1F,x,-5.9%,0.6%,7.2%,-13.0%,x,-35.4%,i,0.1,-1.1%[20 µM]
COCC(C)NC(=S)Nc1ccccc1[N+](=O)[O-] (stereo not given),-2.0%,4.8%,-1.9%,-8.2%,15.0%,-3.3%,-0.1%,i,1.1,14.5%
COc1ccc(NC2CS(=O)(=O)CC2OC(=O)c2ccc(F)cc2)cc1 (stereo not given),-3.1%,2.5%,-0.7%,-8.7%,-11.3%,2.9%,-13.1%,i,2.3,-12.8%
CCC(=O)Nc1cccc(NC(=O)c2ccc(Br)cc2)c1,-2.7%,3.9%,-2.2%,-4.5%,-5.1%,-1.7%,-25.2%,i,0.3,21.2%
O=S(=O)(c1ccc(-c2ccccc2)cc1)N1CCCCC1,-5.4%,1.4%,2.3%,-6.2%,-1.3%,1.3%,-10.5%,i,0.1,-31.5%[20 µM]
C#CCSc1n[nH]c(=O)n1-c1cccc(C(F)(F)F)c1,-8.5%,14.3%,-2.3%,-5.1%,17.3%,2.5%,-15.0%,i,0.5,2.8%
CCN1C(=O)/C(=C2/SC(C)=C(C)N2CC)SC1=S,-4.8%,-3.8%,0.7%,-3.2%,4.6%,9.3%,-4.6%,i,0.5,0.8%
CC(C)(C)C(=O)NC(=S)Nc1cccc(C(=O)O)c1,-1.5%,28.5%,-2.5%,-1.4%,-101.3%,x,11.3%,i,0.4,-6.5%[20 µM]
Cc1ccc2nc(-c3ccccn3)c(Nc3ccccc3C)n2c1,-3.9%,-15.0%,-2.0%,-1.7%,-113.8%,-4.2%,-3.7%,i,0.4,-3.5%
CC(C)C(=O)Nc1nnc(S(=O)(=O)N2CCCc3ccccc32)s1,x,6.2%,2.2%,-9.2%,14.2%,1.5%,-9.0%,i,1.7,-46.4%[20 µM]
Cc1ccc(CNC(=O)CC(C)S(=O)(=O)c2ccc3c(c2)NC(=O)CS3)o1 (stereo not given),-16.4%,-0.2%,72.6%,-6.0%,7.4%,-2.5%,-32.6%,u,x,-21.3%
CC1C(=O)Nc2ccccc2N1C(=O)c1ccccc1 (stereo not given),-2.2%,1.2%,-1.4%,-1.5%,-7.0%,-0.1%,-53.3%,i,0.6,-40.0%
CCCCSCCCNC(=S)Nc1ccccc1C,-2.4%,6.4%,-0.1%,-4.9%,0.5%,-2.9%,-12.8%,i,0.4,6.3%
Cc1cccc(-n2c(C)cc(/C=N/NC(=O)c3cccc([N+](=O)[O-])c3C)c2C)c1,12.5%,1.4%,-3.2%,0.5%,15.5%,0.7%,-8.4%,x,x,-6.6%
O=C(CSc1nc2c(sc3ccccc32)c(=O)n1Cc1ccccc1)NCC1CCCO1 (stereo not given),11.0%,3.4%,-0.3%,-7.7%,9.8%,35.1%,-21.9%,i,2.5,3.7%

# Two of these compounds, reformatted.
# Every second line gives: Salmonella PhoP GFP, Siah-1 displacement, HIV peptide binding, LYP inhibition, HEK293 NOD2/NF-kB, KOR beta-arrestin-1, NOD1 NF-kB reporter, Myeloid diff 2, Myeloid diff 2 GFP+ MAC1+ %, KOR beta-arrestin-2
> Cc1ccc(CNC(=O)CC(C)S(=O)(=O)c2ccc3c(c2)NC(=O)CS3)o1 (stereo not given)
  -16.4%, -0.2%, 72.6%, -6.0%, 7.4%, -2.5%, -32.6%, u, x, -21.3%
> Cc1cccc(-n2c(C)cc(/C=N/NC(=O)c3cccc([N+](=O)[O-])c3C)c2C)c1
  12.5%, 1.4%, -3.2%, 0.5%, 15.5%, 0.7%, -8.4%, x, x, -6.6%

# (continued)
SMILES,Salmonella PhoP GFP,Siah-1 displacement,HIV peptide binding,LYP inhibition,HEK293 NOD2/NF-kB,KOR beta-arrestin-1,NOD1 NF-kB reporter,Myeloid diff 2,Myeloid diff 2 GFP+ MAC1+ %,KOR beta-arrestin-2
Cc1ccc(SC(CC(=O)c2ccc(C)cc2)C(=O)O)cc1 (stereo not given),-6.2%,-1.8%,2.0%,-6.2%,7.7%,-7.4%,9.1%,i,1.2,2.3%
O=c1[nH]cnc2nc(-c3ccccc3)c(-c3ccccc3)nc12,-2.5%,-3.9%,0.2%,-11.4%,-4.0%,4.0%,9.0%,i,0.8,-27.2%
CCOC(=O)c1nnn(CC(=O)N2N=C(c3cccc4ccccc34)CC2c2ccccc2)c1C(=O)OCC (stereo not given),7.3%,8.0%,0.6%,0.1%,-7.1%,2.8%,-44.4%,i,1.8,-40.2%
Cc1ccc(C)c(S(=O)(=O)N2CCCOC2CNC(=O)C(=O)NCCc2ccco2)c1 (stereo not given),-6.8%,2.8%,3.2%,-8.5%,11.5%,1.1%,-0.2%,i,0.5,-16.1%
FC(F)(F)c1cc(N2CCN(Cc3ccccc3)CC2)c2ccccc2n1,0.2%,1.7%,-0.7%,-5.7%,-21.7%,x,4.4%,i,0.3,-10.2%
CCc1nc(SCC(=O)Nc2ccc(N(C)C)cc2)c2ccccc2n1,-3.3%,3.8%,-1.4%,-2.7%,3.2%,-1.6%,1.0%,i,1.3,14.8%
Cc1cc(Br)ccc1NC(=O)C1CCN(C(=O)c2ccco2)CC1,6.6%,3.3%,1.6%,-5.7%,3.7%,-1.2%,-7.4%,i,3.4,1.1%
O=C(Nc1cccnc1Cl)c1cccc(S(=O)(=O)N2CCOCC2)c1,x,-3.1%,-0.5%,-8.3%,7.6%,-5.8%,-23.9%,i,0.0,-20.9%
Cc1ccc(/C=C/C(=O)N2CCN(c3cccc(C(F)(F)F)c3)CC2)cc1,-8.9%,-6.5%,-2.8%,2.5%,33.2%,-3.3%,56.0%,i,0.2,-12.7%

# Not all compounds are listed; the hit share may differ from the screen's.
